PAD4 FP inh: inhibitors of human PAD4 | AID 485272 | recombinant PAD4, RCA probe fluorescence polarization | 330,000 compounds, 0.41% hits | Q9UM07 | inhibition, % at 6.36 µM;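 active = percent inhibition above a cutoff equal to the mean of all tested compounds plus 3 SD, cut at about 15% in these data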;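 also: 0% = PAD4 with RCA probe and DMSO and 100% = probe without PAD4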
Target sequence (Q9UM07 whole entry, looked up): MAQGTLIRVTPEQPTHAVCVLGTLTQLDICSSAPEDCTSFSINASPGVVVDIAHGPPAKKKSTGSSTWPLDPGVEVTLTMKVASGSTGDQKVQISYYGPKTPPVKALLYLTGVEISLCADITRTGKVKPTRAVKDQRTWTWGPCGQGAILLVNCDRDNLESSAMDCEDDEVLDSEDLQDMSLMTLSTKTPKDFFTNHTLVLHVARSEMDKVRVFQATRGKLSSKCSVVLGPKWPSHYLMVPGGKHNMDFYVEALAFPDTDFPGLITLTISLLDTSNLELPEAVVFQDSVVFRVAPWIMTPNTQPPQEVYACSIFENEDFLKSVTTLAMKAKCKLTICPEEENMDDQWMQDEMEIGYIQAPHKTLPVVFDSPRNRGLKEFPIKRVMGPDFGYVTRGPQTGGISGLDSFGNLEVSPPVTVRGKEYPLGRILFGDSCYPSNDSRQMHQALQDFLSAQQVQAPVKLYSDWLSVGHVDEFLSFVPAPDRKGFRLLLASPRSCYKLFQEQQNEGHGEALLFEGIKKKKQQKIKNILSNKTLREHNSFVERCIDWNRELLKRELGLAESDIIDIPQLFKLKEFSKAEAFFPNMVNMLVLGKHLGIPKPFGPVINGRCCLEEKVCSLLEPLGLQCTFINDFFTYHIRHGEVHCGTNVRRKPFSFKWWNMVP
GSTO1 inh: counter-screen for RBBP9 inhibitors: inhibitors of human GSTO1 | inhibition, % at 5.96 µM | AID 1974 | 300,000 compounds, 1.1% hits | recombinant GSTO1, activity-based probe fluorescence polarization;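 active = inhibition above the campaign mean inhibition plus 3 SD, cut at about 35% in these data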;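 also: 0% = GSTO1-1 with DMSO and 100% = wells lacking GSTO1-1 enzyme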
Target sequence (P78417 whole entry, looked up): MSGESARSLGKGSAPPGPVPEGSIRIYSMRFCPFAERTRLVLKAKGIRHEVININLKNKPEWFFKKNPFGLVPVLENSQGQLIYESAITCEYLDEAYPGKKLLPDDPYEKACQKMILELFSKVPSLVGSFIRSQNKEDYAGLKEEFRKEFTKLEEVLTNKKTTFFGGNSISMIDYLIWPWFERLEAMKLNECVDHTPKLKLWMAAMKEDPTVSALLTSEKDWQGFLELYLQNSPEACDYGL
LYPLA1 counter: counter-screen for PME1 inhibitors: inhibitors of human LYPLA1; O75608; recombinant LYPLA1, FP-Rh probe fluorescence polarization; inhibition, % at 5.9 µM; 320,000 compounds, 0.16% hits;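 active = inhibition above the mean of all tested compounds plus 3 SD, set per campaign, cut at about 14% in these data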;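 also: inhibitors block serine hydrolase probe labeling of LYPLA1 so polarization falls; 0% = enzyme with DMSO and 100% = wells lacking LYPLA1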
pPAFAH FP inh: inhibitors of human plasma PAF acetylhydrolase (pPAFAH) | recombinant pPAFAH, FP-rhodamine probe fluorescence polarization | inhibition, % at 3.39 µM | 330,000 compounds, 1.5% hits;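 active = inhibition above the mean inhibition across the screen plus 3 SD, cut at about 25% in these data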;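 also: inhibitors block binding of the rhodamine activity-based probe so polarization drops; 0% = enzyme with DMSO and 100% = wells lacking pPAFAH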
PAFAH2 inh: PAFAH2 (human) inhibition; Q99487; recombinant PAFAH2, FP-rhodamine activity probe, fluorescence polarization; inhibition, % at 3.39 µM; 340,000 compounds, 0.99% hits; AID 492956;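 active = inhibition above the mean over all tested compounds plus 3 SD, cut at about 30% in these data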;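 also: inhibitors block probe labeling of enzyme so polarization drops; 0% = enzyme with DMSO and 100% = wells lacking PAFAH2 protein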
PAFAH1B3 inh: PAFAH1B3 (human) inhibition; 340,000 compounds, 0.28% hits; recombinant PAFAH1B3, FP-rhodamine probe, fluorescence polarization; AID 492972; inhibition, % at 3.39 µM;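 active = inhibition above the screen-wide average of all tested compounds plus 3 SD, cut at about 25% in these data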;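 also: 0% = enzyme with DMSO only and 100% = wells lacking PAFAH1B3 protein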
Fam108B inh: Fam108B inhibition, counter-screen for RBBP9 inhibitors; inhibition, % at 9.51 µM; 300,000 compounds, 0.33% hits; recombinant Fam108B, FP-Rh probe fluorescence polarization;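 active = inhibition above the screen mean inhibition plus 3 SD, computed separately per campaign, cut at about 18% in these data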;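 also: inhibitors lower polarization as less probe binds the enzyme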
PAFAH1B2 inh: inhibitors of human PAFAH1B2 | 340,000 compounds, 1.2% hits | recombinant PAFAH1B2, FP-rhodamine activity probe, fluorescence polarization | AID 492953 | inhibition, % at 3.39 µM | P68402;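 active = inhibition above the mean of all tested compounds plus 3 SD, cut at about 24% in these data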;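 also: 0% = enzyme with DMSO and 100% = wells lacking PAFAH1B2; many of its hits are not listed in these tables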
PME-1 inh: blocks human protein phosphatase methylesterase 1 | Q9Y570 | recombinant PME-1, FP-Rh probe fluorescence polarization | inhibition, % at 5.9 µM | 320,000 compounds, 0.53% hits | AID 2130;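 active = inhibition above the campaign mean of all compounds plus 3 SD, cut at about 26% in these data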;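 also: competitive labeling of PME-1 active site by serine hydrolase directed probe; 0% = PME-1 with DMSO and 100% = wells lacking PME-1 enzyme; inhibitors block probe labeling so polarization falls and inhibition rises; many of its hits are not listed in these tables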
* hit, by the source's call; nt = no result given.

The line under a structure holds: PAFAH1B3 inh	PAFAH2 inh	PME-1 inh	PAD4 FP inh	Fam108B inh	PAFAH1B2 inh	pPAFAH FP inh	LYPLA1 counter	GSTO1 inh
CCCc1nc(Cl)c(C#N)c2c1CCCC2
 : -2	-4	5	0	-1	2	3	0	3
CN(C)c1ccc(CN(C(=O)c2cccs2)C2CCS(=O)(=O)C2)cc1 (stereo not drawn)
 : 6	-3	-1	-6	-1	4	-5	-5	-7
O=C(NNC(=S)NC(=O)c1ccc(F)cc1)c1ccncc1
 : 0	5	nt	1	nt	4	-1	nt	nt
c1ccc2c(c1)CCc1ccccc1C2=C1CCNCC1
 : 5	0	5	-3	-2	2	4	0	2
O=C(CNC(=O)c1nc[nH]c1C(=O)N1CCNCC1)OCc1ccccc1
 : 9	-3	6	0	-2	-5	3	1	1
Cc1ccc(C)c(S(=O)(=O)N2CCN(C(=O)c3ccc(OCc4c(C)noc4C)cc3)CC2)c1
 : 6	-1	4	-2	-6	-3	6	5	-8
COc1ccc2c(c1)c(/C=N/Nc1ccc(C(=O)O)cc1)c(C)n2C
 : 8	6	-5	-6	1	3	25*	5	11
O=S(=O)(Nc1cc(S(=O)(=O)N2CCOCC2)ccc1NCC1CCCO1)c1ccccc1F (stereo not drawn)
 : 5	3	1	-5	nt	3	4	3	nt
c1ccc(-c2nnc(-c3ccccn3)nn2)nc1
 : 4	3	2	1	2	7	1	1	2
COC(=O)c1ccc(NC(=O)c2ccc3nc(C)sc3c2)cc1
 : 6	-4	-15	3	-2	1	-2	-2	-3
NNC(=O)c1ccc([N+](=O)[O-])c(CS(=O)(=O)c2ccc(Cl)cc2)c1
 : 4	3	-10	0	-7	-3	4	-15	12
COc1ccccc1NC(=O)N1c2ccc(F)cc2CCC1C (stereo not drawn)
 : 0	0	0	-2	-2	10	5	-1	5
CC(=O)Nc1ccc(NC(=O)C(C)OC(=O)CCCN=C2NS(=O)(=O)c3ccccc32)cc1 (stereo not drawn)
 : 5	-1	0	-4	-7	2	-8	-1	-4
COC1(NS(=O)(=O)c2ccc(Br)cc2)C(C)=CC(=O)C=C1C
 : 4	1	4	0	5	7	2	0	7
COc1ccc(-c2cc(C(F)(F)F)c(C#N)c(SCC(=O)O)n2)cc1
 : 6	-9	4	-3	-1	2	2	7	-18

The line under a structure holds: PAFAH1B3 inh	PAFAH2 inh	PME-1 inh	PAD4 FP inh	Fam108B inh	PAFAH1B2 inh	pPAFAH FP inh	LYPLA1 counter	GSTO1 inh
COc1ccc2[nH]c3c(c2c1)CCNC3=O
 : 15	3	2	-3	6	9	8	-1	-8
COc1ccc(-c2csc(N3CCN(C(=O)c4ccco4)CC3)n2)cc1
 : 4	4	9	-1	2	9	2	-2	5
O=C(Nc1ccc2c(c1)OCO2)c1cccc2c1C(=O)N(Cc1cccnc1)C2
 : 11	7	3	-1	1	6	-2	5	11
Cc1ccc2c(c1)NC(=O)c1cc([N+](=O)[O-])ccc1O2
 : -3	-11	-6	-2	0	-4	-2	0	-46
CCOC(=O)C1CCN(C(=O)N(CC)CC)CC1
 : 7	-1	7	2	-2	-2	8	-3	2
CCN(CC)C(=O)CC(c1ccc2c(c1)OCO2)c1c(OC)cc(OC)c2ccc(=O)oc12 (stereo not drawn)
 : 2	2	5	-2	-1	-1	2	1	-2
Cc1cc(C)n2nc(C(=O)OCC(=O)N(C)CC(=O)Nc3ccccc3Cl)nc2n1
 : 12	4	-2	0	2	1	-2	-1	-6
Cc1cc(NC(=O)c2cccs2)no1
 : 5	0	-6	-5	-7	8	-7	1	-6
NC(=O)[C@H]1CC2(CC(c3cccc(NC(=O)COc4ccc(Cl)cc4)c3)=NO2)CN1C(=O)c1ccccc1C(=O)c1ccccc1 (stereo partly drawn)
 : -7	-25	-39	1	-20	-4	0	-22	-14
NC(=O)C1CCN(Cc2nnnn2Cc2ccco2)CC1
 : 0	-7	4	1	-3	2	3	-3	3
CSc1ccc(S(=O)(=O)N2CC(=O)Nc3ccccc32)cc1
 : 11	-7	-1	-3	0	4	1	0	0
CN1CCCCCC1=Nc1ccccc1C#N
 : 2	-2	-2	-5	-4	0	4	2	1
Cc1csc(=O)n1CC(=O)Nc1ccc(S(C)(=O)=O)cc1
 : 4	1	nt	-2	nt	-2	2	nt	nt
CC(C)COC(=O)c1cc(-c2ccc(/C=N/n3cnnc3)o2)ccc1Cl
 : -4	5	-2	5	4	-3	7	1	-7
CC1=C(C(=O)N2CCOCC2)C(c2ccc(C)cc2)NC(=S)N1 (stereo not drawn)
 : -4	2	1	1	1	-2	-3	2	4

The line under a structure holds: PAFAH1B3 inh	PAFAH2 inh	PME-1 inh	PAD4 FP inh	Fam108B inh	PAFAH1B2 inh	pPAFAH FP inh	LYPLA1 counter	GSTO1 inh
COc1ccc(CCNC(=O)COC(=O)c2cnc(C)cn2)cc1OC
 : -7	-1	0	-5	4	0	5	2	0
COc1ccc(NC(=O)CS(=O)(=O)c2ccccc2Cl)cc1
 : 13	-3	-3	-5	2	4	-3	-3	-3
COc1ccc(NC(=O)CSc2nc3[nH]ncc3c(=O)n2-c2ccccc2C)cc1OC
 : 7	-3	-4	1	-5	-2	9	3	0
Cc1ccc(-n2c(C)nnc2SCC(=O)N2CCc3ccccc3C2)cc1C
 : 3	2	-1	-4	-1	-2	2	1	-1
COc1ccc(NC(=O)CSc2ccccc2)cn1
 : 11	2	-3	6	3	2	5	1	-9
CCCC(c1nnnn1CS(=O)(=O)c1ccc(C)cc1)N1CCN(CC)CC1 (stereo not drawn)
 : nt	nt	3	1	-1	nt	0	1	-5
CCOC(=O)N1CCC(N(CCOC)C(=O)Nc2ccc(CC)cc2)CC1
 : 0	-2	-1	-3	-3	0	12	1	5
COc1cccc(OCc2cc(C(=O)N3CCN(C(C)=O)CC3)no2)c1
 : 5	0	3	-7	-1	1	-3	0	-2
CCCOC(=O)Nc1c(C)cccc1C(C)C
 : 9	-3	-1	-1	2	2	0	0	1
COc1ccc(N2C(=O)C3CCCN3C2c2cccc(F)c2)cc1Cl (stereo not drawn)
 : -3	0	1	-2	0	1	2	-4	11
Cc1cccc(NC(=S)NCc2cccs2)c1
 : 6	3	-2	4	0	-1	1	0	4
N#CCCn1cc(C(=O)Nc2ccc(C(=O)O)cc2)c(-c2cc3ccccc3o2)n1
 : 8	1	-3	0	-1	0	1	-3	-4
CCOC(=O)c1ccc2nc(C)c(C)nc2c1
 : 5	-4	-2	-6	-4	-2	-4	-1	6
CCCNc1nc2c(c(=O)[nH]c(=O)n2C)n1Cc1ccc(F)cc1
 : -3	-4	1	-7	3	-3	2	0	0
Cc1ccc(NC(=O)c2cc(C)nc3ccccc23)c(C)c1
 : 3	-4	4	-2	-1	-2	2	-4	3

The line under a structure holds: PAFAH1B3 inh	PAFAH2 inh	PME-1 inh	PAD4 FP inh	Fam108B inh	PAFAH1B2 inh	pPAFAH FP inh	LYPLA1 counter	GSTO1 inh
O=C1OC(CC(=O)N(Cc2nnc(-c3ccc(Cl)cc3)o2)C2CC2)c2ccccc21 (stereo not drawn)
 : 6	1	5	-4	nt	8	2	4	nt
C=CCc1ccc(OCC(O)CN2CCc3ccccc3C2)c(OC)c1 (stereo not drawn)
 : 8	5	-1	0	0	3	4	-1	0
CN1C(=O)/C(=C\c2cc(N=Nc3ccccc3)ccc2O)SC1=S
 : 2	10	-3	-9	4	-1	8	3	12
Cc1ccc(CNC(=O)C2CC(=O)N(CCC(C)C)C2)cc1 (stereo not drawn)
 : -2	-3	2	3	-1	2	0	3	-3
CCC(NC(=O)NCc1cccnc1)(C(F)(F)F)C(F)(F)F
 : 0	5	-6	5	-5	4	2	-1	0
COc1ccc(C2=NOC(C(=O)NCc3ccccn3)C2)cc1OC (stereo not drawn)
 : 3	0	3	3	8	5	-1	0	-4
COC(=O)c1cc(COC(=O)CNC(=O)c2cccc(C)c2)oc1C
 : 10	0	2	4	nt	10	-2	2	nt
Nc1nnnn1/N=C/c1cccc(Br)c1
 : 5	2	1	-1	2	4	1	-2	-1
O=C(CNC(=O)c1ccco1)OCc1ccc(Cl)cc1
 : 1	-6	-4	1	-2	2	-2	-1	10
O=C(CCc1nc2ccccc2c(=O)[nH]1)N1CCN(S(=O)(=O)c2ccccc2Br)CC1
 : 5	1	21	-4	1	2	3	1	-1
CNc1c([N+](=O)[O-])cnn1-c1ccc(F)cc1
 : 5	1	-6	-3	1	4	-4	3	-4
COc1ccccc1NC(=O)CCCC(=O)OC(C)C(=O)c1ccccc1 (stereo not drawn)
 : 3	-8	-4	2	1	-3	2	-1	1
COc1cc(C(=O)O)nc2ccc([N+](=O)[O-])cc12
 : 11	12	-2	-1	0	4	3	2	-6
Cc1ccc(NC(=O)C2CCCN2S(=O)(=O)c2ccc(-c3ccc(=O)[nH]n3)s2)c(C)c1 (stereo not drawn)
 : 5	3	-8	0	-7	0	11	-7	-17
CC(C)(C)N(Cc1ccccc1)C(=O)COC(=O)c1cccc([N+](=O)[O-])c1
 : 3	-1	-2	1	-1	3	7	3	13

The line under a structure holds: PAFAH1B3 inh	PAFAH2 inh	PME-1 inh	PAD4 FP inh	Fam108B inh	PAFAH1B2 inh	pPAFAH FP inh	LYPLA1 counter	GSTO1 inh
Cc1ccc(S(=O)(=O)NCCN2CCNC2=O)cc1
 : 8	5	3	1	-3	2	4	2	-10
CCC(C(=O)N1CCOCC1)n1c(C(=O)OC)cc2occc21 (stereo not drawn)
 : 13	2	0	-4	0	2	5	0	-3
CN(Cc1ccc(F)cc1)C(=O)c1cccc(S(=O)(=O)N2CCN(c3ccccc3)CC2)c1
 : 0	-1	-2	5	1	1	5	2	-5
CC(C)Cn1c(SCC(=O)N2CCN(S(=O)(=O)c3ccccc3)CC2)nc2ccccc21
 : 9	3	14	1	-1	6	9	1	-2
CC(C(=O)NCC1CCCCC1)N(C)Cc1ccc(Br)cc1 (stereo not drawn)
 : -5	-2	4	-3	2	12	8	-2	6
COCCN(C(=O)CSc1cc(C)c2ccccc2n1)c1c(N)n(CC(C)C)c(=O)[nH]c1=O
 : 4	-1	-2	5	nt	-3	-6	-1	nt

Not all compounds are listed; rates above refer to the full screens.
